BLM helicase inh: inhibitors of human Bloom syndrome helicase BLM; AID 2528; 0.2% of 350,000 active; Potency, µM (titrated, usually from 56.1 µM), for the others: at the top dose activity change, negative = inhibition, actives largely listed as inhibitors; recombinant BLM DNA unwinding, fluorescence dequenching; P54132;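 also: plate controls were vehicle for no effect and no enzyme for full effect; nearly all actives have a fitted effect of over 35% in size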
Pol iota inh: blocks human DNA polymerase iota activity | Q9UNA4 | Pol iota fluorescent replication assay, 10 min | Potency, µM (top dose mostly 115 µM), without a hit: at the highest dose activity, negative = inhibition, actives largely listed as inhibitors | 1% of 390,000 active
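Fluorescent replication assay read twice, at 0 min and 10 min after adding 50 nM (final) substrate. Enzyme (10 nM) and compounds were first incubated 15 min at room temperature; enzyme-free buffer wells were negative controls.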
JMJD2A Tudor: JMJD2A Tudor domain (human) inhibition | O75164 | AlphaScreen JMJD2A-Tudor / H3K4me3 peptide binding | Potency, µM (titrated, usually from 114 µM), for the others: at the top dose activity change, negative = inhibition, actives largely listed as inhibitors | 4.4% of 390,000 active | AID 504339; also: % is scaled to controls: 0 for no effect and ±100 for the full control effect; nearly all actives have a fitted effect of over 50% in size
Target sequence (O75164 whole entry, looked up, the tested form may be a part): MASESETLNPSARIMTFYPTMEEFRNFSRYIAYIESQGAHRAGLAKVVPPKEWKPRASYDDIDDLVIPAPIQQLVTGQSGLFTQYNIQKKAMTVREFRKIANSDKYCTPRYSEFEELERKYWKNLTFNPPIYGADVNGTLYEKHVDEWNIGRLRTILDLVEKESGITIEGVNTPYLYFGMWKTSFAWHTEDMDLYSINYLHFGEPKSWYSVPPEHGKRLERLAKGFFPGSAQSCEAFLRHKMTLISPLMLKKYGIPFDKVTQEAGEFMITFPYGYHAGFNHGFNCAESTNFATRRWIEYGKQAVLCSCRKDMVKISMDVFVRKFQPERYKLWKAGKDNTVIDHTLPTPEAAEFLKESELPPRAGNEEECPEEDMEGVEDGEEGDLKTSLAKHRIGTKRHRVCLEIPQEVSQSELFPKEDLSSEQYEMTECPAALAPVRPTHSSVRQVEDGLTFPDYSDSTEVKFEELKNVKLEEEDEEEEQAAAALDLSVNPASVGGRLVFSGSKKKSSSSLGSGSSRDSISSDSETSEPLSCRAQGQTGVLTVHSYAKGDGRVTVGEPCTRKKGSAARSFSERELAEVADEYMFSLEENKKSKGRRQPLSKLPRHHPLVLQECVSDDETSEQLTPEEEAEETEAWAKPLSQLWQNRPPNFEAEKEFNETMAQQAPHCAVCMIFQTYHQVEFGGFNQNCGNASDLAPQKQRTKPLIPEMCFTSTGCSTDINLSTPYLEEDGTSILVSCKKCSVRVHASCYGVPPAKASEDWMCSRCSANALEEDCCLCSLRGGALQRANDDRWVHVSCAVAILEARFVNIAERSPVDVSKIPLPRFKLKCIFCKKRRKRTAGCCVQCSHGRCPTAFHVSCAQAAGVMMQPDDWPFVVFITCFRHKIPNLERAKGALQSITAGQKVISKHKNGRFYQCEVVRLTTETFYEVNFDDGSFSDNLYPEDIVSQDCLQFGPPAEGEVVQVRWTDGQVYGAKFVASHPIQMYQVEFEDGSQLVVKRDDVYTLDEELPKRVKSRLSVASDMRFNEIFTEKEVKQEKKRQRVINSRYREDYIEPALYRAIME
HP1b chromo inh: HP1-beta chromodomain-methylated histone interaction inhibition; AlphaScreen HP1-beta / biotin-H3K9me3 peptide binding; AID 540317; 0.56% of 390,000 active; P83916; Potency, µM (series often up to 114 µM), without a hit: top-dose activity change, negative = inhibition, most hits filed as inhibitors; also: nearly all actives have a fitted effect of over 70% in size; inactives centre near 23
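Compound inhibition of the preformed complex between 50 nM HP1-beta and 50 nM biotinylated H3K9me3 peptide was read by AlphaScreen. Buffer was PBS pH 7.4 with 0.01% Tween-20. Incubations ran 30 min at room temperature, with 10 ug/mL donor/acceptor beads.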
G9a inh: blocks human histone lysine methyltransferase G9a; Q96KQ7; G9a H3K9 monomethylation, AlphaScreen, 2 h; Potency, µM (series often up to 102 µM), for inactives: at the highest dose activity, negative = inhibition, usual class: inhibitors; 8.8% of 350,000 active; AID 504332; also: % is scaled to controls: 0 for no effect and ±100 for the full control effect; nearly all actives have a fitted effect of over 75% in size
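AlphaScreen detection with an anti-monomethyl H3K9 antibody quantified product after a 2 h room-temperature reaction containing 500 nM biotinylated H3K9 peptide, 20 µM SAM and 20 nM enzyme, which had been preincubated 15 min with compound.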
Tb PGK inh: blocks T. brucei phosphoglycerate kinase | 0.043% of 380,000 active | P07378 | AID 602233 | PGK/GAPDH coupled, Kinase-Glo luminescence, 60 min | Potency, µM (highest dose often 57.5 µM), for inactives: at the top dose activity change, negative = inhibition, actives largely listed as inhibitors; also: % is scaled to controls: 0 for no effect and ±100 for the full control effect; nearly all actives have a fitted effect of over 60% in size
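Luminescent ATP detection (Kinase-Glo Plus) follows a 60-minute room-temperature incubation, with wells lacking PGK as controls. Buffer: 100 mM TEA (pH 7.6), 5 mM MgCl2, 0.01% Tween-20. Coupling enzyme GAPDH (100 nM final) supplies unstable 1,3-BPG in-well.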
BAZ2B block: inhibitors of human BAZ2B bromodomain | AlphaScreen BAZ2B-H3K14Ac peptide displacement | Potency, µM (top dose mostly 114 µM), for inactives: at the top dose activity change, negative = inhibition, most hits filed as inhibitors | 4.4% of 360,000 active | AID 504333; also: % is scaled to controls: 0 for no effect and ±100 for the full control effect; nearly all actives have a fitted effect of over 60% in size
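Complex of BAZ2B and biotin-H3K14Ac (50 nM apiece) forms over 30 min at RT, then faces library compounds up to 110 uM for another 30 min; AlphaScreen beads added, 20 min dark incubation, luminescence read.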
Pin1 inh: inhibitors of human Pin1; Q13526; AID 504891; Potency, µM (highest dose often 115 µM), without a hit: at the highest dose activity, negative = inhibition, actives largely listed as inhibitors; Pin1 FP peptide displacement, HiFluor488, 10 min; 0.009% of 390,000 active; active = well fitted inhibition curve with a large enough effect in the polarisation, with a control signal flat, not every such curve was filed as active; inconclusive = small, poorly fitted or top-dose-only effect, or effect the other way, or a change in a side signal; inactive = no such curve, though single readings can be large or run the other way; the % refers to the polarisation; also: % is scaled to controls: 0 for no effect and ±100 for the full control effect
GLS inhibitor: glutaminase GLS (human) inhibition; O94925; GLS enzymatic activity, qHTS titration; Potency, µM (top dose mostly 45.5 µM), for inactives: top-dose activity change, negative = inhibition, most hits filed as inhibitors; 0.21% of 410,000 active; also: % is scaled to controls: 0 for no effect and ±100 for the full control effect
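Coupled fluorescence readout: glutamate oxidase/HRP/Amplex Red detect glutamate formed by hKGA from L-glutamine (1 mM solution added). Buffer 45 mM KH2PO4 pH 8.2, 0.02% Tween-20; reads at t0 and 30 min RT.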
The depositor's hits bear a star; i = inactive; ? = inconclusive; . = no result given; & = joins results of further samples; [ ] = another dose, or the depositor's remark. Unless noted, calls follow the shape of the dose curve; as a rule, active = well fitted curve in the direction sought with a large enough effect; inconclusive = small, poorly fitted or top-dose-only effect, or another doubt; inactive = no such curve, though single readings can be large; an effect the other way counts as inactive or inconclusive. Potency is read from the fitted curve at half-maximal effect.

SMILES	BLM helicase inh	Pol iota inh	JMJD2A Tudor	HP1b chromo inh	G9a inh	Tb PGK inh	BAZ2B block	Pin1 inh	GLS inhibitor
O=C(NCCC(=O)N1CCN(S(=O)(=O)c2ccc(F)cc2)CC1)Nc1ccccc1	.	-13.0%	-1.7%	14.6%	-9.8%[12.7 µM]	-6.0%	8.5%	-7.0%	5.6%
CC(C)(C)NC(=O)C(c1ccccc1)N(C(=O)CNC(=O)c1cccs1)c1cccnc1 (centres undefined)	-0.7%	30.7%[activator]	-11.2%	-15.8%	1.1%	4.2%	5.3%	?	2.3%
O=C(Nn1c(O)c(C=C2N=c3ccccc3=N2)sc1=S)c1ccccc1	-5.4%	-22.3%	-33.8%	-0.2%	1.41µM*	1.7%	-28.7%	-7.0%	8.2%
CCCCCCCCNS(=O)(=O)CCNCc1ccco1	.	12.7%	?	12.9%	.	-8.2%	.	-3.5%	3.5%
O=C(COc1cccc(OC(F)F)c1)Nc1ccc(SC(F)F)cc1	-12.7%	-0.9%	26.1%	81.8%[activator]	33.8%[59 µM]	-5.3%	39.3%[activator]	-1.9%	2.7%
O=C(CSc1n[nH]c(=O)n1C1CC1)NCc1ccccc1	3.8%	23.8%	-18.2%	7.8%	?	3.1%	1.5%	-1.4%	6.2%
COc1ccccc1C(=O)Nc1cccc(NC(C)=O)c1	-2.2%	37.6%[activator]	-19.2%	0.2%	2.5%[59 µM]	-7.0%	10.6%	7.7%	-0.2%
C=CCn1c(SCC(=O)Nc2nnc(C)s2)nnc1C1CC1	-0.5%	?	-11.6%	4.3%	.	-8.0%	-14.8%	4.0%	0.0%
O=S(=O)(c1cnc[nH]1)N1CCN(c2ccc(Cl)cc2)CC1	2.2%	16.7%	-8.5%	13.1%	?	-7.4%	16.5%	-4.8%	0.8%
COc1ccc(C(N)=S)cc1	0.8%	36.5%[activator]	-19.2%	-7.6%	?	-7.2%	-23.9%	-10.7%	10.7%
CC(C)(CO)CNC(=O)CCc1nnc(C2(c3ccc(Cl)cc3)CCC2)o1	-3.0%	22.7%	6.2%	30.9%	-2.0%	0.4%	-13.2%	0.7%	-0.3%
CC(=O)c1cccc(NC(=O)c2c(-c3ccccc3)c(-c3ccccc3)nn(C)c2=O)c1	1.8%	-4.6%	-18.9%	25.5%	-20.6%[59 µM]	-5.2%	-25.7%	-4.4%	6.3%
O=C(CSc1nnc(-c2ccccc2)o1)NC1CCS(=O)(=O)C1 (centres undefined)	-9.3%	412.8%[activator]	-14.6%	22.1%	8.9%	-13.7%	2.4%	-2.6%	2.9%
Cc1ccc(C(O)(C(=O)NNS(=O)(=O)c2ccc(C)cc2)c2ccc(C)cc2)cc1	-7.5%	-1.7%	-19.9%	9.3%	-12.0%[59 µM]	9.5%	-0.8%	2.1%	7.0%
CC12CCC(C/C1=N/OC(=O)c1cccc([N+](=O)[O-])c1)C2(C)C (centres undefined)	-8.0%	-12.8%	?	7.4%	?	i	?	2.5%	-9.2%
COc1ccc(/C=C/C(=O)c2ccc3c(c2)OCO3)c(OC)c1	-10.4%	8.3%	-8.5%	27.0%	0.6%[59 µM]	-6.3%	1.6%	13.5%	1.5%
CC(C)c1ccc(CN(C(=O)c2cc3ccccc3oc2=O)C2CCS(=O)(=O)C2)cc1 (centres undefined)	-0.1%&-1.8%	24.7%&7.4%	-25.4%&-14.1%	6.2%&2.1%	-3.2%[59 µM]	-3.6%&-8.6%	-6.5%&-3.6%	-1.8%&1.8%	-3.9%&4.3%
CC(C)(C)NC(=O)c1ccc(C(=O)NC(C)(C)C)cc1	4.3%	10.4%	-0.7%	9.5%	51.4%[activator]	-2.1%	-0.3%	-8.9%	-8.7%
O=C(O)C1C2CCC(O2)C1C(=O)Nc1cnn(Cc2ccccc2)c1 (centres undefined)	-3.2%	31.7%[activator]	-19.2%	20.5%	?	-12.3%	5.8%	-3.0%	-5.0%
O=C(OCCN1CCCCC1)c1cc2ccccc2o1	-10.3%	0.6%	-20.6%[57.1 µM]	5.4%	?	-3.8%	-1.3%	7.5%	7.4%
COCCCNC(=O)c1ccc2c(c1)ncn2-c1ccc(C)cc1C	-1.9%	-4.7%	-22.7%	51.4%[activator]	5.6%	8.7%	-20.1%	0.4%	9.0%
CC(=O)c1cccc(OCc2cc(C(=O)N3C[C@H]4CC[C@H]3C4)no2)c1	1.4%	?	1.4%	17.7%	29.9%	-2.5%	-0.8%	-3.5%	-14.5%
O=C(C1CCCCN1S(=O)(=O)c1ccccc1[N+](=O)[O-])N1CCOCC1 (centres undefined)	-1.2%	102.8%[activator]	-32.4%	-4.7%	2.2%	-0.6%	-0.3%	-12.3%	8.0%
CCc1c(C)nc(SCC(=O)c2ccc(C)c(C)c2)[nH]c1=O	-2.9%	25.5%	-24.1%	20.4%	8.0%[12.7 µM]	-4.7%	-4.3%	0.7%	-0.7%
Cc1ccc(CNc2nc(-c3cccnc3)nc3ccccc23)cc1	0.0%	7.9%	-21.4%	31.7%[activator]	-44.9%	-2.7%	-14.6%	1.6%	2.4%
More results follow:
SMILES	BLM helicase inh	Pol iota inh	JMJD2A Tudor	HP1b chromo inh	G9a inh	Tb PGK inh	BAZ2B block	Pin1 inh	GLS inhibitor
O=C(NC1CCCC1)c1ncn[nH]1	-0.5%	13.0%	31.6µM*	44.8%[activator]	20.1%[59 µM]	-3.0%	44.7µM*	-0.6%	0.2%
COc1cc(/C=N/NC(=S)NCCN2CCOCC2)cc(OC)c1OC	-2.1%	175.4%[activator]	-7.7%	8.1%	-0.5%[59 µM]	-4.7%	-15.6%	-0.7%	-5.7%
CCc1ccc(NC(=O)Cn2c(=O)c(CNc3ccccc3)cc3cc(OC)c(OC)cc32)cc1	-10.5%	2.1%	-16.6%	-7.1%	-30.7%[59 µM]	-7.2%	?	-14.7%	15.8µM*
Cc1ccc2oc(-c3cccc(N)c3)nc2c1	-0.9%	92.7%[activator]	?	-4.5%	-28.3%	-10.4%	2.9%	10.4%	2.8%
O=C(c1ccc2c3c(cccc13)CC2)C1CCCN(Cc2cccnc2)C1 (centres undefined)	-12.2%	38.9%[activator]	?	-2.8%[57 µM]	.	-0.9%	44.7µM*	-8.6%	-23.1%
CC(Sc1nncn1C)C(=O)Nc1cc(C(F)(F)F)ccc1N1CCOCC1 (centres undefined)	-4.8%	7.0%	-1.4%	50.8%[activator]	10.1%	-4.6%	-15.7%	4.5%	-1.7%
Cn1c(=O)[nH]c2cc(-c3noc(-c4ccc(F)cc4)n3)ccc21	1.1%	-26.5%	2.6%	29.1%[57 µM]	20.4%[59 µM]	11.1%	4.1%	-2.6%	5.9%
CCCOC(=O)c1ccc2c(c1)C(=O)N(c1ccccc1)C2=O	2.6%	11.3%	-10.1%	5.4%	9.9%	-9.0%[11.5 µM]	4.2%	-3.5%	7.0%
C(=C\c1ccco1)/C=N/n1cnnc1	1.2%	39.8µM*	-12.9%	30.1%[activator]	39.8µM*	-1.9%	-4.4%	-4.8%	-0.2%
CCc1ccc(CNC(=O)CCc2nnc(Cc3cccc(C(F)(F)F)c3)o2)nc1	-4.7%	39.5%[activator]	-2.0%	39.9%[activator]	25.6%	-8.4%	-0.2%	-6.5%	-8.7%
Nc1nnc(SCC(=O)c2ccccc2)s1	-5.6%	-6.0%	-12.6%	15.9%	6.5%[59 µM]	5.9%	.	8.6%	15.2%
Clc1ccc(C=Cc2ccccn2)c(Cl)c1	.	59.7%[activator]	196.6%[activator]	46.8%[activator][57 µM]	.	-0.1%	.	1.2%	-9.5%
N#Cc1sc2nc(-c3ccccc3)cc(-c3ccco3)c2c1N	3.98µM*	0.794µM*	56.2µM*	-19.0%	8.91µM*	-2.2%	?	?	-11.6%
CCOc1ccc(C2C3=C(CCCC3=O)Nc3nc(C(F)(F)F)nn32)cc1OC (centres undefined)	0.8%	28.2%	4.5%	23.7%	-0.4%[12.7 µM]	3.4%	-19.3%	4.7%	7.5%
COc1ccc(-c2cn(-c3ccccc3)nc2C(=O)O)cc1OC	-4.5%	?	-3.0%	38.1%[activator]	13.6%	.	-32.4%	-13.7%	-0.7%
COc1ccc(CC(=O)Nc2cc(Cl)ccc2N2CCCC2)cc1	-8.8%	29.9%	-26.4%	11.3%	44.7µM*	0.1%	-10.0%	2.2%	-2.9%
COc1ccc(/C=C(/NC(=O)c2cccc([N+](=O)[O-])c2)C(=O)O)cc1	-1.7%	-5.5%	-8.4%	39.4%[activator]	-3.9%	8.3%	-3.7%	-4.7%	9.2%
CC(C)CNc1ncnc2oc(-c3ccco3)c(-c3ccco3)c12	.	?	?	?	.	.	.	27.4%	.
Cc1ccc(OCc2cc(C(=O)NC(C)Cc3cccnc3)no2)cc1C (centres undefined)	-0.8%	10.4%	-13.2%	40.4%[activator]	38.7%	-4.6%	-25.7%	-0.1%	-16.7%
CN(Cc1ccc(F)cc1Cl)S(=O)(=O)c1cccs1	-9.0%	23.7%	86.9%[activator]	153.2%[activator]	70.6%[activator]	i	30.6%	24.0%	0.1%
O=C1CCCN1CCCNc1ccc(S(=O)(=O)N2CCCCC2)cn1	-4.1%	-6.1%	-15.3%	14.1%	-21.1%[12.7 µM]	-9.5%	-1.3%	-6.4%	12.3%
O=C(NCc1cccc(CNC(=O)c2ccco2)c1)c1ccco1	0.0%	21.1%	-10.9%	22.5%	-17.2%[59 µM]	-8.6%	0.3%	0.7%	2.1%
CC(=O)c1ccc(Cc2cnc(N)s2)cc1	1.8%	5.3%	-25.7%	18.6%	-4.8%[12.7 µM]	-6.4%	0.2%	0.7%	25.9%

Copied from the listing (2 entries):
SMILES	BLM helicase inh	Pol iota inh	JMJD2A Tudor	HP1b chromo inh	G9a inh	Tb PGK inh	BAZ2B block	Pin1 inh	GLS inhibitor
O=C(NCc1cccc(CNC(=O)c2ccco2)c1)c1ccco1	0.0%	21.1%	-10.9%	22.5%	-17.2%[59 µM]	-8.6%	0.3%	0.7%	2.1%
CC(=O)c1ccc(Cc2cnc(N)s2)cc1	1.8%	5.3%	-25.7%	18.6%	-4.8%[12.7 µM]	-6.4%	0.2%	0.7%	25.9%

Source: PubChem BioAssay

These rows are one share of the data; the hit share may differ from the screen's.
